Screening results (PubChem BioAssay)
OX1R antag-1: OX1R (HCRTR1) antagonists, primary screen, fluorescence, CHO/OX1R cells, Fluo-8 calcium, orexin A | AID 434989, 2010 | inhibition, % at 5 µM | Fluo-8 calcium fluorescence | actives 0.43% (n = 330,000) | Orexin/Hypocretin receptor type 1 (Homo sapiens), O43613;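 active = inhibition above its plate's threshold, mean inhibition of all tested compounds on the plate plus 3 SD, cut at about 37% in these data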;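 note: 0% = orexin A challenge wells and 100% = SB-334867-A antagonist wells; not every result past the cut was called active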
Target sequence (O43613 whole entry, looked up): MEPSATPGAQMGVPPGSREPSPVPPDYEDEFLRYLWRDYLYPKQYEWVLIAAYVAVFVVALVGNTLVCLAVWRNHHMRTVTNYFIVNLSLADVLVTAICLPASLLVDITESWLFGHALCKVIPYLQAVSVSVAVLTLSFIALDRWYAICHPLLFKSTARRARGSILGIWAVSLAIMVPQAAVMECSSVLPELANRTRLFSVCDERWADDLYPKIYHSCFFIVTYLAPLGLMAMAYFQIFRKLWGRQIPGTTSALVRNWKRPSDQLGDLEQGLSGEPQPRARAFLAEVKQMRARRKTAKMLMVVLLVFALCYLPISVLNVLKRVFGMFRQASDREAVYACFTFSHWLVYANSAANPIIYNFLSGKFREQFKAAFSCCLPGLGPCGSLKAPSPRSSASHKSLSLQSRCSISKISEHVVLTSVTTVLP
OX1R antag-2: antagonists of human orexin 1 receptor (OX1R); OX1R-expressing cells, FRET antagonist read-out; inhibition, % at 6.6 µM; actives 1.8% (n = 330,000); AID 485270, 2010; in the data active = inhibition mostly above about 38%, no sharp cut-off; inactive = mostly below about 40%;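 note: 0% = agonist challenge alone and 100% = reference antagonist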
STK33 kinase inh: inhibitors of purified STK33 kinase, primary screen, biochemical, ADP-Glo luminescence, homogeneous, cell-free | MBP phosphorylation | inhibition, % at 10 µM | actives 0.073% (n = 320,000) | AID 2661, 2010;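 active = inhibition at or above 25%, using the most active replicate where run in duplicate; inactive = inhibition below 25%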
Target sequence (Q9BYT3 whole entry, looked up): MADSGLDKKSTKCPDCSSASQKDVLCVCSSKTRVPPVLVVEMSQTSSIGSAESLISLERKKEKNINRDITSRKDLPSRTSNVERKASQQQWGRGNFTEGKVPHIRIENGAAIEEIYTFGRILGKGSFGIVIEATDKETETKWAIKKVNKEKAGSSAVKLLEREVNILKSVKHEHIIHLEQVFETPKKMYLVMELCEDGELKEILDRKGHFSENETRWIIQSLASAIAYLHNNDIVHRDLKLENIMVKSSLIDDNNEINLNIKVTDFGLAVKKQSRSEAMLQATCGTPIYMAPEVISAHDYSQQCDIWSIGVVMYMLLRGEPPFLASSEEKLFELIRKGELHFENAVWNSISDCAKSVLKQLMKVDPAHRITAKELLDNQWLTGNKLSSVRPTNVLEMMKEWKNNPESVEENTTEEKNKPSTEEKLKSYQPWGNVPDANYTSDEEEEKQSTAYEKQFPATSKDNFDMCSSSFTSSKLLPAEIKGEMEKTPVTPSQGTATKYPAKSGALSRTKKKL
Active calls of the source: *; x = not tested or not shown.

Structure	OX1R antag-1	OX1R antag-2	STK33 kinase inh
Cc1ccc(N2CC(C(=O)OCC(=O)NNC(=O)c3ccccc3)CC2=O)cc1 (stereo not given)	-7.0	12.7	-0.4
Cc1ccc(CON=C2CCN(c3ncc(C(F)(F)F)cc3Cl)CC2)cc1	-1.6	7.7	-1.2
C/C(=C\c1ccccc1)CN1CCN(c2ccccc2F)CC1	-23.4	5.3	-0.9
Cc1ccc(C)c(NC(=O)CCC(=O)NNC(=O)c2cccs2)c1	2.8	5.9	1.5
CN1CCN(C(=O)c2ccc3c(=O)n(Cc4ccco4)c(=S)[nH]c3c2)CC1	-25.9	11.9	0.7
Cc1ccc(N2CC(C(=O)NCc3cccs3)CC2=O)cc1C (stereo not given)	-28.0	14.2	2.5
Nc1ccccc1-c1nnc(-c2ccc(-c3ccccc3)cc2)o1	-2.3	5.3	0.2
C=C(Cl)COc1ccc2c(CCC)cc(=O)oc2c1	-30.0	4.9	-0.7
COc1ccc(CC(=O)NCCCc2ccccc2)cc1OC	-27.6	13.3	2.2
Cc1ccc(S(=O)(=O)N2CCC(C(N)=O)CC2)c(C)c1C	11.2	4.3	-1.3
CCC1CCc2c(sc(NC(=O)CSc3nc(-c4ccco4)cc(C(F)(F)F)n3)c2C#N)C1 (stereo not given)	-1.0	3.0	-1.1
Cc1c(N)cccc1[N+](=O)[O-]	-6.0	9.2	0.0
Cn1cnnc1SCC(=O)NC1CCCN(Cc2ccccc2F)C1 (stereo not given)	-6.8	4.0	-1.1
CC(C)(C)Nc1nc2nonc2nc1NC(C)(C)C	-5.9	30.2	-0.6
COc1ccccc1N1C(=O)CC(Sc2ccccc2N)C1=O (stereo not given)	-15.4	-2.6	-1.1
CC(C)[C@H](NC(=O)c1ccccc1F)C(=O)NCc1ccc(S(N)(=O)=O)cc1	5.5	-8.2	-0.9
Cc1cc(=O)[nH]c(SCC(=O)Nc2cccc(S(=O)(=O)N3CCOCC3)c2)n1	4.3	1.4	0.2
Cc1ccc(OCC(=O)c2cc(C)n(Cc3ccco3)c2C)c([N+](=O)[O-])n1	-4.8	17.7	0.1
CCOc1cc(-c2sc(Nc3ccccc3)n[n+]2-c2ccc(F)cc2)ccc1OC	-110.5	20.6	8.2
Cc1ccc(CC2C(=O)N(c3ccccc3)C(=O)C2C)cc1 (stereo not given)	-14.2	5.5	-0.1
O=C(COC(=O)C1(c2ccc(F)cc2)CCCC1)NC1CC1	-7.3	6.8	2.0
c1ccc(-c2noc(CC3CCCCC3)n2)cc1	-9.8	12.6	-0.5
CC(=O)N1c2ccc(S(=O)(=O)N3CCC(C(=O)NCc4ccc(N(C)C)cc4)CC3)cc2CC1C (stereo not given)	-34.8	2.5	-2.7
CCOc1ccc(C(=O)N/N=C/c2ccc(-c3ccc(S(=O)(=O)Nc4ncccn4)cc3)o2)cc1	-10.6	5.7	-2.8
Cc1cc(C(=O)N/N=C/c2ccc(-c3ccc([N+](=O)[O-])cc3C)o2)n[nH]1	5.2	6.5	-1.9
O=c1[nH]c(NNC(=S)NCc2ccccc2)nc2c1C1(CCCCC1)Cc1ccccc1-2	-25.1	2.3	-0.3
CCn1c(=O)cc(SCC(=O)Nc2ccc3c(c2)OCCO3)c2ccccc21	-16.7	-5.3	0.5
CCc1cc2c(N[C@@H](Cc3c[nH]c4ccccc34)C(=O)O)ncnc2s1	-12.2	7.6	-2.2
CCN(CC)C(=O)CSc1nnc(COc2ccccc2)n1N	-4.0	2.9	-0.3
CCN1CCN(Cc2ccc(C(=O)Nc3ccc(C)c(NCc4cnc(NC(=O)OC)cn4)c3)cc2C(F)(F)F)CC1	-12.7	33.8	-0.1
O=C(NCCc1cccs1)C1CCC(=O)N(CCc2cccc(F)c2)C1 (stereo not given)	-17.4	4.5	0.9
CCOC(=O)CN(C)Cc1cn[nH]c1-c1ccc2cc(OC)ccc2c1	-36.5	16.9	-1.4
CSc1ncccc1C(=O)OCC(=O)c1cc(C)n(C)c1C	-23.2	21.2	-1.0
Nc1ccc(-c2nc3ccccc3[nH]2)cc1	-6.8	2.6	2.6
CCn1c(SCc2nc(-c3cccs3)no2)nnc1-c1c[nH]c2ccccc12	10.2	81.0*	1.6
Brc1cccc(-c2nnc(SCc3nc4ccccc4[nH]3)o2)c1	-3.1	79.5*	-0.9
Cc1nn(-c2ccccc2)c2sc(C(=O)OCn3nnc4ccccc4c3=O)cc12	-24.2	14.4	x
CC(=O)Nc1ccc(N(C(=O)c2cnccn2)C(C(=O)NC2CCCCC2)c2ccc(F)cc2)cc1 (stereo not given)	-22.4	22.7	0.9
CC(NC(=O)COC(=O)C1CC1C)c1ccccc1 (stereo not given)	-3.9	5.1	-0.7
Cc1ccc(/C=C2\SC(N)=NC2=O)s1	-4.5	27.5	1.2
CCCN(C(=O)COC(=O)Cn1c(=O)oc2ccccc21)c1c(N)n(Cc2ccccc2)c(=O)[nH]c1=O	-9.5	13.3	-2.1
COc1ccc(CC(=O)Oc2cc(C)ccc2C)cc1	-33.2	3.4	-1.3
CCOC(=O)/C(=C\c1ccc(OC(F)F)cc1)C1=Nn2c(nnc2-c2ccc(Cl)cc2)SC1	-26.2	8.2	-1.6
C/C(=N\Nc1ccc(C(=O)O)cc1)c1ccc(Cl)s1	14.9	0.8	-4.6
CC1CCN(C(=O)CSc2nnc3ccccn23)CC1	-33.3	-2.8	-1.2
CCOC(=O)C1C(=O)C=C(c2ccc(OC)cc2)CC1c1ccco1 (stereo not given)	-16.4	22.3	-1.5
C=CCNC(=S)NNC(=O)C(CC(C)C)CC(C)O (stereo not given)	-1.5	11.0	-0.3
CCOC(=O)N1CCC(NC(=O)CSc2cc(=O)n(C)c3ccccc23)CC1	-26.5	9.2	0.0
CCC(=O)Nc1nc(C)c(C(=O)NC2CCCCC2)s1	10.8	6.5	0.3
CN(C)c1ccc(/C=N/NC(=O)COc2ccccc2)cc1	-20.0	15.0	-0.8
CC(=O)Nc1ccc(OS(=O)(=O)c2ccc(C)cc2C)cc1	-3.6	17.7	-1.2
CC(C)C(=O)C1=Cc2cccc([N+](=O)[O-])c2OC1N1CCOCC1 (stereo not given)	-2.8	12.4	0.6
CC1(c2ccc(Cl)cc2)NC(=O)N(CC(=O)NC(=O)NCc2ccco2)C1=O (stereo not given)	-1.2	4.3	0.0
O=C1C2C3C=CC(C3)C2C(=O)N1CCc1ccccc1 (stereo not given)	-6.1	24.0	0.0
NC(=O)c1cc[n+](Cc2ccccc2Cl)cc1	-19.0	28.9	-1.7
CCOc1c(C)cnc2c1c(=O)n(Cc1ccc(Cl)cc1)c(=O)n2C	-26.3	8.7	3.3
COc1ccccc1OCC(=O)NNC(=O)CCCC(=O)NNC(=O)COc1ccccc1OC	-9.2	-4.6	-0.3
COc1ccc(CNC(=O)CN2C(=O)COc3ccc(S(=O)(=O)N4CCCCC4)cc32)cc1	-17.4	9.6	-0.2
COc1ccc(CCNC(=O)c2nnn(CC(=O)Nc3ccccc3C)c2N)cc1OC	-25.4	-1.4	-2.9
CN(C)S(=O)(=O)c1cc(NC(=O)C2=COCCO2)ccc1Cl	-21.8	2.3	-0.4

Next section.
Structure	OX1R antag-1	OX1R antag-2	STK33 kinase inh
Cc1cc(C)n(CC(C)NCc2c(C(=O)N3CCOCC3)nc3c(C)cccn23)n1 (stereo not given)	-20.4	4.1	-1.8
CN(C)/C=N/C(=S)Nc1ccc(F)cc1	-10.9	7.9	-1.0
CC(C)(C)C(=O)Oc1cc(N)n(S(=O)(=O)c2ccccc2)n1	-3.8	29.9	-0.4
CCOC(=O)c1c(NC(=O)c2ccoc2C)sc(C(=O)N(C)C)c1C	-29.5	-1.7	-0.2
Cc1cc(N2CCCC2)nc2ccc(NC(=S)NCCCOC(C)C)cc12	-10.9	16.6	1.2
Cc1cccc(NC(=O)N2CCC(c3nc4ccccc4o3)CC2)c1	-13.8	6.7	0.6
CC(=O)Nc1cccc(Oc2ccc3c(c2)C(=O)N(CCC(=O)O)C3=O)c1	-14.4	40.9	0.0
O=C(CCS(=O)(=O)c1ccc(F)cc1)Nc1nc(-c2ccccn2)cs1	-29.2	15.0	-1.5
O=c1c2c([N+](=O)[O-])cc([N+](=O)[O-])cc2nc2ccccn12	3.1	73.2*	-0.9
CC(C)(C)NS(=O)(=O)CC12CCC(CC1=O)C2(C)C (stereo not given)	-8.9	0.1	-1.1
OCc1cnc(SCc2ccccc2)n1Cc1ccccc1	-24.5	18.2	-1.0
COc1ccc2cc(CN(Cc3cccnc3)Cc3nnnn3Cc3ccccc3)c(=O)[nH]c2c1	-19.2	26.1	-0.2
NC(=O)c1ccsc1NC(=O)COC(=O)c1cnccn1	-7.5	7.8	0.4
Cc1ccc(SCCC(=O)N/N=C/c2ccccc2O)cc1	-5.5	28.7	-1.7
CCC(=O)N=C1SC2CS(=O)(=O)CC2N1c1cccc(OC)c1 (stereo not given)	-13.1	6.2	-0.4
COc1ccc(NC(=O)Cc2c(F)cccc2Cl)c(OC)c1	4.3	15.2	-1.5
CCOc1ccc(N(CC(N)=O)S(=O)(=O)c2ccc(F)cc2)cc1	-20.8	6.1	0.6
O=S(=O)(NCCSc1nc2ccccc2o1)c1ccccc1	-2.6	60.7	0.6
Cc1cccc(C)c1OCC(=O)NNC(=O)CCNC(=O)c1ccco1	-3.9	1.9	0.3
O=C1[C@H]2[C@@H](c3ccc(F)cc3)N3C(=O)N(c4cccc(Cl)c4)C(=O)[C@@]3(Cc3ccc(Cl)cc3)[C@H]2C(=O)N1C1CCCCC1	-22.3	22.2	0.0

Fetched one by one from above, 4 records:
Structure	OX1R antag-1	OX1R antag-2	STK33 kinase inh
OCc1cnc(SCc2ccccc2)n1Cc1ccccc1	-24.5	18.2	-1.0
Cc1cc(N2CCCC2)nc2ccc(NC(=S)NCCCOC(C)C)cc12	-10.9	16.6	1.2
O=C1[C@H]2[C@@H](c3ccc(F)cc3)N3C(=O)N(c4cccc(Cl)c4)C(=O)[C@@]3(Cc3ccc(Cl)cc3)[C@H]2C(=O)N1C1CCCCC1	-22.3	22.2	0.0
CC(C)(C)C(=O)Oc1cc(N)n(S(=O)(=O)c2ccccc2)n1	-3.8	29.9	-0.4

New compounds follow.
Structure	OX1R antag-1	OX1R antag-2	STK33 kinase inh
COC(=O)C1=C(C)Nc2nc(SCc3ccccc3)[nH]c(=O)c2C1c1cccs1 (stereo not given)	19.8	33.5	-0.5
COc1ccc(C2Nc3ccccc3C(=O)N2NS(=O)(=O)c2ccc(C)cc2)c(OC)c1 (stereo not given)	-24.2	2.0	-0.1
Cc1ccc(N(C(C)C(=O)Nc2ccccc2C(=O)N2CCOCC2)S(C)(=O)=O)cc1C (stereo not given)	-15.4	13.3	-1.4
Cc1ccccc1-n1nc(CSc2nc3ccccc3[nH]2)c(-c2ccccc2)c1N	-17.3	39.7	-0.3
Cn1c(CNc2ccc(Cl)cc2)nnc1SCCN1CCCCC1	-3.0	13.4	-0.9
O=C(CN1CCCC1)N1c2ccccc2Sc2ccc(C(F)(F)F)cc21	-14.7	7.2	0.3
O=C(Cn1nnc2ccccc21)Nc1ccccc1[N+](=O)[O-]	-9.9	57.1	-1.3
CC/C(=N\NC(=O)C1CC1)c1cccc(Cl)c1	-5.5	17.4	0.0
O=C(c1cnccn1)N1CCc2c([nH]c3ccccc23)C1c1cccc(Cl)c1 (stereo not given)	5.4	21.3	-3.6
O=C(NNC(=O)C1CC2CCC1C2)c1sc2ccccc2c1Cl (stereo not given)	-27.4	30.5	-0.6
COc1ccccc1-n1c(SCC(=O)Nc2cccc(C(=O)O)c2)nnc1-c1ccccc1O	-15.3	-7.6	-10.6
CC1(C)CC(=O)C2=C(C1)OC(N)=C(C#N)C2C#Cc1ccccc1 (stereo not given)	-15.0	7.3	-1.4
O=C1NC(=O)C(CC(=O)N(c2ccccc2)C2(C(=O)NC3CCCC3)CCCCC2)N1 (stereo not given)	9.4	10.2	-0.8
COc1ccc(/C=C/C(=O)Oc2cc(O)cc(O)c2)cc1	4.9	-1.3	0.1
CCOc1ccc2nc(Cl)c(C3CC(c4ccccc4)=NN3C(=O)c3cccs3)cc2c1 (stereo not given)	-18.2	4.2	-0.6
COc1ccc(N(CC(=O)Nc2cc(C)on2)S(=O)(=O)c2cc(C)ccc2C)cc1	-24.6	13.0	0.0
CO/N=C/C=C1/N(C)c2ccccc2C1(C)C	-16.6	15.7	0.8
O=C(Cn1cnc2c(NCc3ccccc3)ncnc21)NCCc1cc2ccccc2[nH]1	13.2	34.1*	x
c1ccc(CNc2c3c(nc4ncnn24)CCCC3)nc1	6.6	9.9	-1.1
Cc1ccc(S(=O)(=O)Nc2c(C)n(C)n(-c3ccccc3)c2=O)cc1C(=O)NCc1ccccc1	-14.5	1.5	0.7
Cc1c(Cc2ccccc2)c(=O)oc2cc(OCC(=O)N[C@@H](Cc3ccccc3)C(=O)O)ccc12	12.7	24.8	-3.5

Part of the list above with just OX1R antag-1:
| Structure | OX1R antag-1 |
| --- | --- |
| Cc1ccc(N(C(C)C(=O)Nc2ccccc2C(=O)N2CCOCC2)S(C)(=O)=O)cc1C (stereo not given) | -15.4 |
| Cc1ccccc1-n1nc(CSc2nc3ccccc3[nH]2)c(-c2ccccc2)c1N | -17.3 |
| Cn1c(CNc2ccc(Cl)cc2)nnc1SCCN1CCCCC1 | -3.0 |
| O=C(CN1CCCC1)N1c2ccccc2Sc2ccc(C(F)(F)F)cc21 | -14.7 |

The order is random. Share with any hit: about 2.2%.
